Source: PubChem BioAssay
GalR3 antagonist: human GalR3 antagonism | O60755 | HEK293 GalR3-CNG cAMP membrane potential fluorescence; galR3 body fused to GalR1 C-terminus | inhibition, % at 3 µM | 360,000 compounds, 0.44% hits;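 active = inhibition above the screen-wide average plus 3 SD, cut at about 13% in these data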;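 note: forskolin and galanin both at EC90 stimulate the cells; cAMP rise reported by CNG channel membrane potential dye signal; 0% = forskolin plus galanin with DMSO and 100% = forskolin alone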
Target sequence (O60755 1-299 limits assumed): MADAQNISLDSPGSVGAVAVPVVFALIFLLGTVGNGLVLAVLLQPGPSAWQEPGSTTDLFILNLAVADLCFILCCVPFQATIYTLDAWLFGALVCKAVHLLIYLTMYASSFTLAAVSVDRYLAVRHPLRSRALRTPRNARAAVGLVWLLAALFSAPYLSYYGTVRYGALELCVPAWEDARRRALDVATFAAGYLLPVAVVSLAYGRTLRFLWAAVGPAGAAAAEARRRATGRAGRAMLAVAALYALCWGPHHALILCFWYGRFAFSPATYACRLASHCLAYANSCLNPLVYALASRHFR
OXTR potentiate: potentiates the human oxytocin receptor response; activation, % at 3 µM; 320,000 compounds, 0.061% hits; CHO-OTR cells, Fluo-8 calcium fluorescence, potentiator mode; 0% = oxytocin EC15, 100% = EC100;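 active = activation above that plate's cutoff, the mean activation of tested compounds plus 3 SD, cut at about 6.6% in these data, passing the limit was not always enough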;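 note: 100% uses oxytocin at 75 nM as the full agonist control; some results filed as inactive read as strong as hits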
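Replication – single well per compound, singlicate · Assay system – CHO cell line stably expressing human OTR · Timing – 6 min pre-incubation, 100 s read · Measure – normalized max/min fluorescence ratio, % activation · Doses – 3.0 µM, one dose · Detection – Fluo-8 calcium dye fluorescence · Probe or stimulus – oxytocin near EC15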
MEKK2 mut-MEK5: signal of MEK5 binding to mutant human MEKK2 PB1 domain; bead flow cytometry, Alexa488-MEK5 binding to MEKK2 mutant; percent response, % at 10 µM; 290,000 compounds, 0.35% hits; AID 1530; in the data active = percent response above about 24%, passing the limit was not always enough; note: inactives centre near 1; some results filed as inactive read as strong as hits
V1R ag counter: activates human V1a receptor in oxytocin agonist counter-screen. activation, % at 3 µM. AID 2797. CHO-V1R cells, Fluo-8 calcium fluorescence, agonist mode; 0% DMSO, 100% 3 nM vasopressin. 320,000 compounds, 0.25% hits;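 active = activation above the mean activation of all tested compounds plus 3 SD, per screening run, cut at about 20% in these data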;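 note: signal is peak over basal fluorescence ratio across a 100 second FLIPR read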
Target sequence (P37288 whole entry, looked up): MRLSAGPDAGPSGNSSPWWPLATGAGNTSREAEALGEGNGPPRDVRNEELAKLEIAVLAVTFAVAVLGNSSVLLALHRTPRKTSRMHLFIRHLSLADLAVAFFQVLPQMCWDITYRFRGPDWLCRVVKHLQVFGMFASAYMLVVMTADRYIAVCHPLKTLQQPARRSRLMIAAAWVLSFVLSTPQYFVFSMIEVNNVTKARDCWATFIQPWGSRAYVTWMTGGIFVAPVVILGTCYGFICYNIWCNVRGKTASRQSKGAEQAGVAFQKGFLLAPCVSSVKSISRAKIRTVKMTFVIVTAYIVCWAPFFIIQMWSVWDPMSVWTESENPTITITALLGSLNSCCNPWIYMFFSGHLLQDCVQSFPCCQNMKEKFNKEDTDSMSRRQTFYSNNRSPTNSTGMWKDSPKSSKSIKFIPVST
OXTR ag: human OXTR agonism. 320,000 compounds, 0.32% hits. P30559. activation, % at 3 µM. CHO-OTR cells, Fluo-8 calcium fluorescence; normalized: DMSO 0%, oxytocin 100%;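 active = activation above the mean of all tested compounds plus 3 SD, cutoff set per screening run, cut at about 20% in these data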;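 note: peak over basal fluorescence ratio from a 100 s FLIPR kinetic read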
NALP1 inh: blocks the NALP1 inflammasome reconstituted in yeast; S. cerevisiae NALP1/ASC/caspase-1 growth, X-gal OD620, 72 h; inhibition, % at 10 µM; 280,000 compounds, 0.61% hits; in the data active = inhibition mostly above about 24%, no sharp cut-off; inactive = mostly below about 32%; note: some compounds called inactive have numbers as strong as hits
MEKK2 WT-MEK5: raises or lowers MEK5 binding to wildtype human MEKK2 PB1 domain; Q9Y2U5; bead flow cytometry, Alexa488-MEK5 binding to MEKK2 WT; actives lie on both sides; binding response (% of control), % at 10 µM; 290,000 compounds, 1.1% hits; in the data active = binding response below about 67% or above about 130%
M18AAP inhibitor: PfM18AAP enzyme inhibition | inhibition, % at 7.35 µM | recombinant PfM18AAP, H-Glu-NHMec fluorogenic cleavage | AID 1822 | 290,000 compounds, 1.2% hits;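 active = inhibition above the campaign mean inhibition over all tested compounds plus 3 SD, cut at about 28% in these data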;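 note: 0% = plate median of test compound wells and 100% = 2 mM ZnCl2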
GPR7 antag: blocks human GPR7 receptor signaling | P48145 | GPR7-expressing cells, fluorescence antagonist assay | inhibition, % at 4.4 µM | 290,000 compounds, 1.1% hits; in the data active = inhibition above about 16%, passing the limit was not always enough;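 note: cells stimulated with the agonist NPW; 0% = agonist with vehicle and 100% = vehicle without agonist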
Target sequence (P48145 whole entry, looked up): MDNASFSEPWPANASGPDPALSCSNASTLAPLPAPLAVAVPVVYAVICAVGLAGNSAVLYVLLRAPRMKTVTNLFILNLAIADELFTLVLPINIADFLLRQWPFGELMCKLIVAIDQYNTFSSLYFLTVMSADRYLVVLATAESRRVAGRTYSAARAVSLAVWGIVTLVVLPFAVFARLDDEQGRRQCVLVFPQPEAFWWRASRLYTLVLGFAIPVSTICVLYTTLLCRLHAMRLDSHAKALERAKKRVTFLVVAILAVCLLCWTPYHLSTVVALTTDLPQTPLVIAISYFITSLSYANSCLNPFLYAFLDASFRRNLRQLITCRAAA
Numbers without * were called inactive; nt = not tested or not shown; [ ] = dose if it differs, or a comment.

SMILES	GalR3 antagonist	OXTR potentiate	MEKK2 mut-MEK5	V1R ag counter	OXTR ag	NALP1 inh	MEKK2 WT-MEK5	M18AAP inhibitor	GPR7 antag
CCCCNC(=O)c1cn(CC)c2ccc(S(=O)(=O)N3CCCC3)cc2c1=O	-1	-11	-4	-0.1	-1.1	22	97	0	6
Cc1cc(C(=O)CCl)c(C)n1CCc1ccccc1	-5	1	-1	-0.2	-1.7	-48	98	1	2
CCOc1cccc(C(=O)Nc2ccc(N(CC)CC)cc2)c1	-4	-11	-5	-1.0	-2.8	6	83	7	2
CC(C)Cn1c(SCC#N)nc2ccccc2c1=O	-6	-4	8	-1.3	-2.0	-12	111	-5	-3
COc1cccc(N(C(=O)CNC(=O)c2ccco2)C(C(=O)NC2CCCCC2)c2ccncc2)c1 (stereo unspecified)	-6	-2	13	0.5	0.3	12	109	7	-3
Cc1nc(NC(=O)c2ccco2)sc1C(=O)Nc1ccc(Br)cc1	nt	-6	-3	4.3	8.9	9	101	4	-5
COC(=O)C(C)n1nc(C)n(-c2ccc(C)cc2)c1=O (stereo unspecified)	-5	3	0	0.0	1.1	22	100	1	-7
S=C(Nc1cccc(Cl)c1)NC1CCCCC1	-3	-24	11	5.9	6.3	8	103	0	0
Oc1ccc(-c2nnc(-c3ccc(O)cc3)nn2)cc1	2	-18	1	1.7	1.4	-1	104	9	-11
O=C(O)c1ccccc1NCc1ccco1	-10	-9	6	0.3	-0.5	9	102	3	-11
CCOC(=O)c1nn(-c2ccccc2C)c(=O)cc1OCC(=O)Nc1cccc(OC)c1	-4	-8	nt	0.3	0.0	nt	nt	nt	nt
Nc1ccc(Cl)c(-c2nc3ncccc3o2)c1	-4	0	3	-0.5	-0.2	-14	97	-5	6
COc1ccc(OC)c(CNc2ccc(F)c(Cl)c2)c1	-3	-2	5	-0.7	-1.8	4	101	-2	2
Cc1cccc(N(CC(=O)Nc2cccnc2)S(C)(=O)=O)c1	-4	3	1	0.6	-0.4	nt	106	1	-3
COc1ccccc1C(OC(=O)c1cccs1)C(=O)NCC1CCCO1 (stereo unspecified)	-1	5	2	0.6	0.7	1	100	5	-11
O=C1C2CC=CCC2C(=O)N1c1ccc(NCCc2ccccc2F)c([N+](=O)[O-])c1 (stereo unspecified)	-2	5	-3	-0.2	1.0	33	83	3	10
CCN(CC)c1ncnnc1-c1ccccc1	-4	3	-2	0.0	0.1	26	94	2	0
CCC(C)(C)NC(=O)C(c1ccccc1F)N(C(=O)c1ccn[nH]1)c1ccccc1 (stereo unspecified)	-2	2	4	-1.1	-2.5	-7	99	-1	-14
COc1ccc(Nc2nc3nonc3nc2N2CCCCC2)cc1	2	-2	5	-0.9	-1.0	-4	108	5	-1
CCOC(=O)c1ccc(CS(=O)c2ccc(Cl)cc2)o1 (stereo unspecified)	-6	-2	5	0.1	-0.1	-17	96	0	-13
Cc1ccc(S(=O)(=O)Nc2ccccc2F)cc1C(=O)NCCCN1CCCC1=O	-5	-14	0	-0.5	0.1	6	100	-4	-3
c1ccc(CCNc2cnccn2)cc1	-11	-7	-2	0.7	0.2	10	99	0	13
CCOC(=O)c1c(C)[nH]c(C(=O)COC(=O)C2CC(=O)N(Cc3ccccc3)C2)c1C (stereo unspecified)	4	-16	2	-0.2	0.6	-15	97	-1	-1
CCCNC(=O)c1c[nH]c2ccc(S(=O)(=O)N(C)c3ccc(OCC)cc3)cc2c1=O	-3	-15	20	0.9	1.3	19	115	-2	-1
CCOc1ccc2nc(Cl)c(C3CC(c4ccccc4)=NN3C(=O)c3ccco3)cc2c1 (stereo unspecified)	nt	1	-3	0.8	1.0	26	94	6	-10

The list goes on.
SMILES	GalR3 antagonist	OXTR potentiate	MEKK2 mut-MEK5	V1R ag counter	OXTR ag	NALP1 inh	MEKK2 WT-MEK5	M18AAP inhibitor	GPR7 antag
COc1cccc(C(=O)NNC(=O)c2cccc(F)c2)c1	-8	2	2	1.5	1.5	16	103	2	-3
CC(C)Oc1ccc(CNC(=O)c2ccc3nc(N4CCOCC4)sc3c2)cc1	6	-6	3	1.3	-0.1	13	101	8	-6
OC(COCc1ccc(Cl)cc1)CN1CCN(CC(O)COCc2ccc(Cl)cc2)CC1 (stereo unspecified)	-11	-9	6	14	19	-41	128	-7	26*
CCOc1cc(CNCCc2ccc(S(N)(=O)=O)cc2)ccc1OCC(=O)NC1CCCCC1	1	-1	7	0.8	0.4	14	112	1	-17
N#Cc1ccc(C23OCCN2CCn2nc4ccccc4c23)cc1 (stereo unspecified)	-6	-4	nt	0.2	0.8	nt	nt	nt	nt
COc1ccc(CCn2cnc3c([nH]c4ccccc43)c2=O)cc1	-7	-3	4	2.9	0.9	-16	108	4	-7
COc1ccc(/C(C)=N/NC(=O)C2CC2)cc1	-5	-1	-8	-0.9	0.3	11	92	-4	6
COc1cccc(NC(=O)c2cnc(SC)nc2C)c1	-9	nt	0	nt	nt	12	103	0	7
O=C(NC1CCN(Cc2ccccc2)CC1)c1ccccc1OCc1ccccc1	-10	-11	8	0.7	-2.0	30	113	2	15
O=C(Nc1ccc(N2CCOCC2)cc1N1CCOCC1)c1ccc([N+](=O)[O-])cc1Cl	-2	-10	2	-0.8	0.3	4	99	8	-2
Cc1cc(/C=C2\SC(=O)NC2=O)c(C)n1-c1ccc(N(C)C)cc1	-11	-12	11	-0.6	-1.7	-7	107	8	-15
CCOc1ccc(CCNC(=O)CSC(=S)N2CCCC2)cc1OCC	-2	7	nt	-0.7	-2.2	nt	nt	nt	nt
O=C1CC2(CON=C2c2ccc(F)cc2)C(=O)N1c1ccc(F)cc1 (stereo unspecified)	3	-10	-3	1.5	0.8	-16	99	-1	-4
CCOC(=O)c1cnc(SC)nc1Sc1ccccc1Cl	1	-5	-3	0.0	-1.0	2	100	2	-3
COc1ccc(NC(=O)CN(C)C(=O)C2CSC3(C)CCC(=O)N23)cc1 (stereo unspecified)	-5	-2	nt	-0.8	-0.1	nt	nt	nt	nt
O=C(CC1SCCNC1=O)Nc1cc(Cl)cc(Cl)c1 (stereo unspecified)	4	-5	1	-0.6	2.2	-1	99	6	-1
CN(C)S(=O)(=O)N1CCC(Oc2cccc(C(=O)NC3CCOC3)c2)CC1 (stereo unspecified)	-3	-2	6	2.2	0.4	5	107	-2	-5
O=C(COC(=O)/C=C/c1ccc([N+](=O)[O-])cc1)NCc1ccccc1	-9	-3	-4	3.1	1.8	20	92	-3	-8
Cc1ccc(S(=O)(=O)N(CCCN(C)C)Cc2ccc3c(c2)OCO3)cc1	-16	-2	4	1.8	0.8	18	102	0	2
CCC(C)[C@H](NC(=O)NCc1ccc(OC)c(OC)c1)C(=O)O (stereo partly specified)	6	-1	-14	1.5	0.8	-74	88	2	-8
C=CCC(=O)NC1CC(C)(C)Cc2c1cnn2-c1ccc(C)cc1 (stereo unspecified)	-10	-9	4	0.3	-1.1	-20	101	-5	-6
COc1ccc(C)cc1NC(=O)NNS(=O)(=O)c1ccc(NC(C)=O)cc1	1	-11	-8	-0.7	-0.2	20	47*[inhibitor]	-3	14
CCn1c2c(c3ccc(OC)cc31)CCCC2=O	-2	4	-3	-1.5	-2.5	15	94	5	-6
CCOC(=O)/C=C/C(=O)OCC(=O)Nc1ccc(Cl)cn1	4	-5	-3	0.6	-0.1	-1	94	-19	-6
N#Cc1c(CSCC(=O)O)cc(=O)n2c1[nH]c1ccccc12	-7	-2	6	1.7	0.8	-3	101	8	-20

Single records (already shown). Screens in order: GalR3 antagonist, OXTR potentiate, MEKK2 mut-MEK5, V1R ag counter, OXTR ag, NALP1 inh, MEKK2 WT-MEK5, M18AAP inhibitor, GPR7 antag
Listed for CCC(C)[C@H](NC(=O)NCc1ccc(OC)c(OC)c1)C(=O)O (stereo partly specified) → 6, -1, -14, 1.5, 0.8, -74, 88, 2, -8
Listed for COc1cccc(C(=O)NNC(=O)c2cccc(F)c2)c1 → -8, 2, 2, 1.5, 1.5, 16, 103, 2, -3
Listed for COc1cccc(NC(=O)c2cnc(SC)nc2C)c1 → -9, nt, 0, nt, nt, 12, 103, 0, 7

Following part:
SMILES	GalR3 antagonist	OXTR potentiate	MEKK2 mut-MEK5	V1R ag counter	OXTR ag	NALP1 inh	MEKK2 WT-MEK5	M18AAP inhibitor	GPR7 antag
COc1ccc(N2C(=O)CCC(C(=O)Nc3ccccn3)C2c2ccc(OC)c(OC)c2)cc1 (stereo unspecified)	-3	-8	1	0.4	0.8	12	102	-26	-8
O=C(NCc1cccc(Cl)c1)c1ccc(CS(=O)Cc2ccc(Cl)cc2)o1 (stereo unspecified)	-3	-7	-2	1.7	2.0	-10	98	-5	-3
Cc1cccc(-c2nc(CS(=O)CC(=O)NCc3ccco3)c(C)o2)c1 (stereo unspecified)	-7	-2	1	-0.2	0.3	11	101	5	-9
Nc1nc(SCc2ccc3c(c2)OCCO3)n[nH]1	0	-5	5	-0.7	-0.5	13	108	6	-9
Cc1ccc(COc2ccc(/C=N/NC(=O)c3ccc(CN4CCOCC4)cc3)cc2)cc1	-4	-17	-1	4.6	5.2	13	105	5	-2
CC(=O)c1cccc(NC(=O)c2cc(=O)[nH]c3ccccc23)c1	-4	-12	4	0.6	-0.7	14	104	-3	-12
Cc1ccc(C2(C)NC(=O)N(CC(=O)N(C)CC(=O)Nc3cccc4ccccc34)C2=O)cc1 (stereo unspecified)	-1	-7	nt	1.0	2.5	nt	nt	nt	nt
Cn1c(=O)n(C)c2cc(NC(=O)CSc3ccccc3)ccc21	-3	-1	-6	0.6	0.3	4	92	3	-16
COc1ccc(CCNC(=O)c2c(O)c3c([nH]c2=O)CCCC3)cc1OC	0	-6	nt	-0.7	-0.5	nt	nt	2	-7
CC(=O)Nc1ccc(NC(=O)[C@H](C)NC(=O)c2ccco2)cc1	-9	-16	-5	1.6	1.0	15	95	-16	2
Cc1ccc(S(=O)(=O)N(C)c2ccc3sc(C)nc3c2)cc1	-7	-10	-8	0.3	-1.9	4	87	2	-3
CC(NC(=O)/C=C/c1ccco1)c1nc2ccccc2n1Cc1ccccc1F (stereo unspecified)	-2	1	1	-1.1	-3.2	21	107	-7	3
S=C(NCC1CCCO1)N1CCN(Cc2ccccc2Cl)CC1 (stereo unspecified)	-4	-1	-4	0.6	1.4	0	95	2	-7
COCCOC(=O)C1=C(C)NC(=O)NC1c1ccc(-c2cc(Cl)ccc2Cl)o1 (stereo unspecified)	-3	-5	-6	-0.1	-0.2	0	90	-27	0
CC(C)NC(=S)N=Nc1c(O)[nH]c2ccc(C(C)C)cc12	-5	-17	8	-0.8	-2.6	19	107	8	-19
COC(=O)Cn1c(=NC(=O)c2ccc(OC)cc2)sc2cc(OC)ccc21	-2	-3	4	-1.2	-1.3	34	102	-2	1
Cc1ccc(C2(C(F)(F)F)N=C3Sc4cc(C)cc(C)c4N3C(=O)N2)cc1 (stereo unspecified)	-4	-4	5	-0.7	-1.9	-4	107	-1	-10
COc1ccc(NC(=O)CSCC(=O)Oc2c(OC)cccc2OC)cc1	-2	-8	nt	-0.1	0.5	nt	nt	nt	nt
O=C(NCCCCNC(=O)c1ccc(Cl)s1)c1ccc(Cl)s1	-6	-12	3	1.4	0.2	-13	105	1	1
